# KLK7 zymogen act: activators of human kallikrein-7 zymogen; P49862; purified proKLK7, EDANS-DABCYL substrate fluorescence; 100% is mature enzyme control, 0% vehicle; activation, % at 7 µM; 0.9% of 370,000 active; AID 652039;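 active = activation above the mean of all tested compounds plus 3 SD, computed per campaign excluding outliers beyond control limits, cut at about 13% in these data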
# ADAM10 inh: ADAM10 inhibition, QFRET primary screen | 0.62% of 370,000 active | recombinant ADAM10, EDANS/DABCYL FRET peptide cleavage, 3 h | AID 720582 | O14672 | inhibition, % at 7 µM;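 active = inhibition above a per-campaign cutoff equal to the mean of compounds falling between control-based bounds plus 3 SD, cut at about 20% in these data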;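 also: 0% = DMSO wells while the 100% control is not disclosed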
# rCAG RNA binder: binds r(CAG) RNA repeats; r(CAG) RNA repeat, TO-PRO-1 dye displacement fluorescence; inhibition, % at 3 µM; 1.3% of 370,000 active; AID 651821;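 active = inhibition above the plate cutoff, the mean of all test compounds on that plate plus 3 SD, cut at about 35% in these data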;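 also: 0% = DMSO alone and 100% = 100 µM mitoxantrone as full dye displacement; higher means more dye released from RNA so lower well fluorescence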
# GAA850 FXN act: activators of GAA850 frataxin (FXN) promoter. activation, % at 6 µM. AID 540364. HEK293 lucGAA850 FXN promoter luciferase reporter, 24 h; percent of 10 µM SAHA response. 0.56% of 360,000 active;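 active = activation above the average of all compounds screened plus 3 SD, cutoff fixed separately per campaign, cut at about 7.5% in these data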;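 also: 0% = DMSO wells and 100% = 10 µM SAHA wells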
# ASAP1 inh: blocks human ASAP1-stimulated Arf1 GTP hydrolysis. Q9ULH1. GDP FP detection. inhibition, % at 16.5 µM. 0.19% of 360,000 active. AID 624377; in the data active = inhibition above about 25%;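 also: 0% = vehicle with enzyme and substrate and 100% = no enzyme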
# Target sequence (Q9ULH1 325-724 limits assumed): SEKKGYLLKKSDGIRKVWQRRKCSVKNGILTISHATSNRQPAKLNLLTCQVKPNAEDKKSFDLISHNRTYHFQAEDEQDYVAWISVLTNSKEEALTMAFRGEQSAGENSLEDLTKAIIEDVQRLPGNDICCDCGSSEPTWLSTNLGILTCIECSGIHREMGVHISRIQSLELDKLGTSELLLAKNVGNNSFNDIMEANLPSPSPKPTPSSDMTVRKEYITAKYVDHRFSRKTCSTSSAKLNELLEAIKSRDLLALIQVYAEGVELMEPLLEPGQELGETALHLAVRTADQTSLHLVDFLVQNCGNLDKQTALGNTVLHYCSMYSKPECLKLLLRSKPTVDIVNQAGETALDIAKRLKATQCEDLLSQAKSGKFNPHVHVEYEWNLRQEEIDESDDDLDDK
# ARFGAP1 inhibitor: rat ARFGAP1 inhibition; 0.26% of 360,000 active; inhibition, % at 16.5 µM; Arfgap1-stimulated ARF1 GTP hydrolysis, GDP FP detection; Q62848;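 active = inhibition above a per-plate limit, mean inhibition of low control wells plus 3 SD, cut at about 25% in these data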;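 also: 0% = DMSO wells with enzyme and 100% = wells lacking Arfgap1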
# Target sequence (Q62848 1-136 limits assumed): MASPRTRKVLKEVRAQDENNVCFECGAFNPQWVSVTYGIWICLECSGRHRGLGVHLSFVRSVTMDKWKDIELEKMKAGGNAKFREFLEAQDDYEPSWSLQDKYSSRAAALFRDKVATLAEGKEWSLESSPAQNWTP
#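 System: truncated rat Arfgap1 GAP domain / Medium: HEPES-based buffer, pH 7.5 / Also added: N-terminally truncated human ARF1-GTP substrate / Incubation: enzyme reaction 120 min at 25 °C after 20 min preincubation / Measured by: FP of antibody-bound GDP Alexa 633 tracer, ex 620/em 688 nm / Replicates: singlicate, each compound tested once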
# sPLA2-III inh: Blocks human group III sPLA2 activity | QFRET BODIPY PC-A2 liposome hydrolysis, fluorescence | inhibition, % at 12.2 µM | 0.56% of 370,000 active | AID 743126;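 active = inhibition above mean plus 3 SD of compounds lying within the high and low control bounds, cut at about 19% in these data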;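 also: 0% = median of test compound wells and 100% = no enzyme DMSO wells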
# GC-A act: GC-A (human) enzyme activation | activation, % at 10 µM | AID 1671463 | 0.14% of 370,000 active | HEK293 GC-A cells, cGMP TR-FRET, EC30 ANP; 0% at EC30 ANP, 100% saturating ANP | P16066; in the data active = activation above about 40%
# DDE Tn6 FP inh: DD(E)-Tn6 binding inhibition, primary FP screen; inhibition, % at 8.3 µM; 0.21% of 370,000 active; AID 720509; Fibrin DD(E) TRITC-Tn6 fluorescence polarization displacement;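 active = inhibition above a per-campaign cutoff: mean of compounds within control limits plus 3 SD, cut at about 15% in these data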;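 also: 0% = median of all compound wells on the plate and 100% = blocking peptide control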
# Target sequence (P02675 whole entry, looked up): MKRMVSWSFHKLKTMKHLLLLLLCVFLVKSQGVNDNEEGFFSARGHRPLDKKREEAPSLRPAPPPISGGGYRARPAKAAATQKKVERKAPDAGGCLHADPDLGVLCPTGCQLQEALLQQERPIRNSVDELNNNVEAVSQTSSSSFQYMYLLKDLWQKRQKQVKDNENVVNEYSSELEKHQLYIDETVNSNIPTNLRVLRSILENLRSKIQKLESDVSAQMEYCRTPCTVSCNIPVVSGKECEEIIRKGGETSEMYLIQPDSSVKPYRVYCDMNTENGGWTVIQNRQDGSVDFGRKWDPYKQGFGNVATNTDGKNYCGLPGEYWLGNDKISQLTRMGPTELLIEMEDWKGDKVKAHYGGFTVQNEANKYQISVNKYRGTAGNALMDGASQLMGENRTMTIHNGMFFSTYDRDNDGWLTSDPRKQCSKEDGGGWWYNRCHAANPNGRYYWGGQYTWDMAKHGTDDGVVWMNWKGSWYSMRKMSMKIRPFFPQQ
# GC-B act: GC-B (human) receptor activation. HEK293-GC-B cells, CNP EC30, cGMP TR-FRET; 0% at EC30 CNP, 100% saturating CNP. P20594. 0.11% of 370,000 active. activation, % at 10 µM;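 active = activation at 10 µM reaching about 35% in either raw or pattern-adjusted values, limit read from the data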
# Active calls of the source: *; . = no result given.
1. CC(=O)NC(=O)Nc1sc(=S)n(C)c1C
2. COc1ccc(-c2csc(NC(=O)CCNC(=O)c3ccco3)n2)cc1
3. COC(=O)C(N)CCCCN (stereo not given)
4. O=C(COc1ccc(Cl)cc1Cl)NN=C1c2ccccc2-c2ccccc21
5. Cc1csc(NC(=O)CN2C(=O)c3ccccc3S2(=O)=O)n1
6. O=[N+]([O-])c1cc([N+](=O)[O-])c(Oc2cc(F)cc(F)c2F)cc1NN1CCCCC1
assay / entry	1	2	3	4	5	6
KLK7 zymogen act	-0.1	0.0	0.0	-0.8	-0.3	-0.1
ADAM10 inh	5	-12	-11	1	-5	5
rCAG RNA binder	1	0	3	1	-4	6
GAA850 FXN act	-2.4	0.3	0.5	2.8	0.8	-0.6
ASAP1 inh	6	-7	-2	3	5	-11
ARFGAP1 inhibitor	-1	1	-3	-3	-7	6
sPLA2-III inh	4	2	1	5	1	7
GC-A act	1	0	3	4	3	1
DDE Tn6 FP inh	-5	3	-8	2	6	3
GC-B act	-2	-2	-1	3	2	-5

# One compound at a time, from the list above. Values in the order: KLK7 zymogen act	ADAM10 inh	rCAG RNA binder	GAA850 FXN act	ASAP1 inh	ARFGAP1 inhibitor	sPLA2-III inh	GC-A act	DDE Tn6 FP inh	GC-B act
# CC(=O)NC(=O)Nc1sc(=S)n(C)c1C is listed as -0.1	5	1	-2.4	6	-1	4	1	-5	-2
# O=C(COc1ccc(Cl)cc1Cl)NN=C1c2ccccc2-c2ccccc21 is listed as -0.8	1	1	2.8	3	-3	5	4	2	3
# COc1ccc(-c2csc(NC(=O)CCNC(=O)c3ccco3)n2)cc1 is listed as 0.0	-12	0	0.3	-7	1	2	0	3	-2

# More records follow:
7. Cc1ccc(NC(=O)CCSc2nnc(C)s2)cc1
8. Cc1ccc(C(O)c2ncc(-c3ccccc3Cl)[nH]2)cc1F (stereo not given)
9. COc1ccc(C[N+]2=C(N)NC3=C4CCCCC4n4c(=O)n(-c5ccccc5)c(=O)n4C3C2)c(OC)c1 (stereo not given)
10. NC(=O)c1ccccc1O
11. O=C(OCC(=O)N(Cc1ccccc1)C1CCS(=O)(=O)C1)c1cc2c(s1)CCCC2 (stereo not given)
12. CC1=NN(c2ccccc2)C(=O)C1=Cc1ccccc1
assay / entry	7	8	9	10	11	12
KLK7 zymogen act	0.3	-0.2	0.1	-4.9	0.0	0.7
ADAM10 inh	6	5	-37	-68	0	-9
rCAG RNA binder	0	1	16	1	0	10
GAA850 FXN act	-0.5	0.9	.	-0.5	1.0	-1.5
ASAP1 inh	-1	-1	.	13	-3	-2
ARFGAP1 inhibitor	-11	-4	.	2	-5	-12
sPLA2-III inh	3	-4	13	1	-17	3
GC-A act	1	-1	-33	6	6	15
DDE Tn6 FP inh	-7	0	2	-5	2	1
GC-B act	4	-7	-24	-1	1	-2

13. Cc1c(C(=O)N2CC(C)OC(C)C2)[nH]c2ccc(Br)cc12 (stereo not given)
14. Cn1c(SCCN2CCCCC2)nnc1-c1ccccc1Br
15. COc1ccc(S(=O)(=O)N(C)[C@H]2C[C@H]3c4cc(-c5ccccc5)ccc4CCN3C(=O)[C@H]2[C@H](C)O)cc1
16. CC(C)C[C@H]1COc2cc(N3CCC[C@@H]3CO)ccc2S(=O)(=O)N1
17. O=C(NNS(=O)(=O)c1ccc(Cl)cc1)c1cccc(S(=O)(=O)N2CCOCC2)c1
18. COc1ccc(Cl)cc1NC(=S)N1CCCC1
assay / entry	13	14	15	16	17	18
KLK7 zymogen act	-0.4	-0.4	0.5	-0.4	0.2	0.4
ADAM10 inh	3	-10	-14	1	1	-6
rCAG RNA binder	1	-5	11	0	4	3
GAA850 FXN act	2.1	1.5	-7.4	.	0.1	0.6
ASAP1 inh	5	16	-7	-17	7	-1
ARFGAP1 inhibitor	9	0	-2	-1	3	-6
sPLA2-III inh	-2	-3	-30	9	4	-1
GC-A act	-3	3	-8	3	1	2
DDE Tn6 FP inh	-4	-3	6	2	10	-5
GC-B act	0	3	-6	2	4	-2

19. CC(C)CCNC(=O)c1c(CSc2ccc(Cl)cc2)noc1C(=O)NCc1ccccc1
20. COC(=O)c1ccc(C(=O)O)nc1
21. Cc1cc(=O)oc2cc(NC(=S)NCc3cccnc3)ccc12
22. O=C(CCc1ccc(S(=O)(=O)NCCc2ccccc2)cc1)N1CCN(Cc2ccc3c(c2)OCO3)CC1
23. O=C(CSc1ncnc2nc[nH]c12)NCCc1ccccc1
24. CC(C)OC(=O)N(C)C[C@@H]1OCc2cnnn2CCCC(=O)N([C@@H](C)CO)C[C@H]1C
assay / entry	19	20	21	22	23	24
KLK7 zymogen act	0.2	0.1	-3.2	0.6	0.0	-0.1
ADAM10 inh	5	-3	-364	21*	-1	-4
rCAG RNA binder	1	0	4	5	-1	0
GAA850 FXN act	1.3	-0.8	4.0	-6.6	-0.5	-0.7
ASAP1 inh	8	4	-5	2	-3	4
ARFGAP1 inhibitor	1	4	-3	13	-5	4
sPLA2-III inh	2	3	-3	-47	2	0
GC-A act	0	4	0	0	0	3
DDE Tn6 FP inh	-1	1	3	0	0	1
GC-B act	4	-1	-3	-6	-8	1

25. O=C(Nc1ccc(Br)cc1Br)c1cccc2c1C(=O)N(C1CCCCC1)C2
26. CC1CCN(C(=O)COC(=O)c2nn(C)c(=O)c3ccccc23)CC1
27. COc1cccc(CC(=O)OCC(=O)N2CCN(c3ccc(F)cc3)CC2)c1
28. CC1CN(S(=O)(=O)c2cccc(-c3csc(-c4ccccc4)n3)c2)CC(C)O1 (stereo not given)
29. CCOC(=O)CSc1ncccn1
30. CC(C)NC(=O)COc1coc(CN2CCN(C(=O)c3ccco3)CC2)cc1=O
assay / entry	25	26	27	28	29	30
KLK7 zymogen act	1.1	0.2	0.3	-0.1	0.8	-0.4
ADAM10 inh	-3	-2	-3	13	7	-10
rCAG RNA binder	4	-7	-6	12	-2	3
GAA850 FXN act	0.4	-1.0	-0.7	0.6	0.9	-2.1
ASAP1 inh	-2	-1	-7	-5	-2	-4
ARFGAP1 inhibitor	-2	-4	-4	-3	1	-1
sPLA2-III inh	4	11	-10	-14	6	2
GC-A act	2	2	-1	-1	2	-1
DDE Tn6 FP inh	4	5	1	0	-4	3
GC-B act	-3	5	1	-8	5	0

31. CC1CC1C(=O)OCC(=O)NCc1ccccc1Cl (stereo not given)
32. CC(=O)Nc1nc(C2COc3ccccc3O2)cs1 (stereo not given)
33. CN1CCN(CCC(=O)N2c3ccccc3Sc3ccc(Cl)cc32)CC1
34. COc1ccc(CCC(=O)NCCc2cn3c(C)csc3n2)cc1
35. Cc1cccc(OCCCN2CCOCC2)c1
36. O=C(NCc1ccccc1)C1CCN(c2nc(-c3ccc(Br)cc3)cs2)CC1
assay / entry	31	32	33	34	35	36
KLK7 zymogen act	-0.8	-0.1	0.3	0.1	0.3	.
ADAM10 inh	-2	2	14	-6	0	-7
rCAG RNA binder	1	1	-1	5	-5	.
GAA850 FXN act	1.4	5.2	2.9	0.5	0.7	.
ASAP1 inh	0	5	-5	-3	2	.
ARFGAP1 inhibitor	-2	-1	8	4	3	.
sPLA2-III inh	-1	7	-11	-4	11	-1
GC-A act	-1	2	-20	2	2	5
DDE Tn6 FP inh	5	-1	-4	1	-8	1
GC-B act	6	-2	-14	-1	3	-12

37. Cc1ccc(-c2nc(CN3CCN(c4cnccn4)CC3)c(C)o2)o1
38. CC(C)C[C@H]1CN(CCCC[C@@H]2CNC(=O)C(=O)N2Cc2ccccc2)C(=O)C(=O)N1CCc1ccccc1
39. CCOc1ccccc1NC(=O)c1cc(=O)[nH]c2ccc(S(=O)(=O)N3CCOCC3)cc12
40. Cc1cc(NC(=O)c2cc(CC(C)C)on2)no1
41. COc1ccc(-c2nonc2NC(=O)c2ccco2)cc1OC
42. O=C(O)CCSC1CC(=O)N(c2ccccc2)C1=O (stereo not given)
assay / entry	37	38	39	40	41	42
KLK7 zymogen act	1.0	0.4	-0.1	-0.1	0.1	0.1
ADAM10 inh	-40	-13	-12	1	-1	0
rCAG RNA binder	-1	-3	5	0	-2	3
GAA850 FXN act	0.2	.	-2.0	1.8	0.4	3.5
ASAP1 inh	1	3	7	6	-2	-13
ARFGAP1 inhibitor	-2	-2	9	-12	3	-7
sPLA2-III inh	0	-10	2	-1	3	0
GC-A act	1	-1	-3	1	2	-1
DDE Tn6 FP inh	3	4	3	-2	6	6
GC-B act	3	2	-2	5	-1	2

43. COc1ccc(NC(=O)C(C)Oc2ccc(/C(C)=N\O)cc2)cc1 (stereo not given)
44. O=c1nc(/C=C/c2ccccc2C(F)(F)F)cc(C(F)(F)F)[nH]1
45. Cc1nc(C(F)(F)F)ccc1C(=O)Nc1ccc2ccccc2n1
46. O=C1CCCN1CC(O)CS(=O)(=O)c1ccccc1 (stereo not given)
47. COCC(=O)Nc1cccc2ccccc12
48. C=CC[n+]1c(/C=C2\C=Cc3cc(C)ccc3N2CC)ccc2ccccc21
assay / entry	43	44	45	46	47	48
KLK7 zymogen act	0.2	1.1	0.1	1.0	0.1	0.2
ADAM10 inh	-4	-3	-3	8	-7	-8
rCAG RNA binder	-5	3	-3	0	-1	7
GAA850 FXN act	-1.0	-0.6	2.9	2.6	0.5	-9.6
ASAP1 inh	0	-4	9	-3	9	7
ARFGAP1 inhibitor	-16	-11	-5	-1	-1	2
sPLA2-III inh	-6	-8	0	5	-4	15
GC-A act	3	-4	4	3	3	-27
DDE Tn6 FP inh	2	-13	-7	5	-2	-8
GC-B act	-1	-7	0	-1	-1	-2

# ADAM10 inh, what is marked active above
no.	SMILES	KLK7 zymogen act	ADAM10 inh	ASAP1 inh	ARFGAP1 inhibitor	sPLA2-III inh	GC-A act	DDE Tn6 FP inh	GC-B act
22	O=C(CCc1ccc(S(=O)(=O)NCCc2ccccc2)cc1)N1CCN(Cc2ccc3c(c2)OCO3)CC1	0.6	21*	2	13	-47	0	0	-6

# Next part
49. Cc1ccccc1C(=O)Nc1ccc(C(=O)N/N=C/c2ccncc2)cc1
50. CCOC(=O)C1CCCN(S(=O)(=O)c2ccc(-n3cnnn3)c(C)c2)C1 (stereo not given)
51. CC(=O)c1ccccc1NC(=O)COC(=O)CCCN1C(=O)c2cccc3cccc(c23)C1=O
52. CC1CCC(NC(=O)c2cccc(S(=O)(=O)N3CCOCC3)c2)CC1 (stereo not given)
53. CN(C)Cc1c(OC(=O)c2ccc(N)cc2)ccc2ccccc12
54. COc1ccc(-c2cn3cccnc3n2)cc1NC(=O)C1CCCC1
55. O=C(NC1CCC(O)CC1)c1ccccc1OCc1ccc(F)cc1 (stereo not given)
56. CC(C)CCNC(=O)COC(=O)c1cc(Br)c(Br)s1
57. Cc1c(C(=O)NCc2ccco2)oc2ccc(Br)cc12
assay / entry	49	50	51	52	53	54	55	56	57
KLK7 zymogen act	0.1	-0.6	0.3	-0.3	2.6	2.4	-0.3	-0.6	0.6
ADAM10 inh	3	-1	2	-3	-28	-103	7	-4	1
rCAG RNA binder	2	-1	0	1	2	0	0	-3	5
GAA850 FXN act	-0.5	1.0	2.8	2.4	0.0	-3.2	1.6	1.8	1.0
ASAP1 inh	-6	-7	3	-13	-4	3	-6	12	-19
ARFGAP1 inhibitor	1	2	5	-3	-3	-3	0	-3	1
sPLA2-III inh	-4	-1	0	-2	-4	1	-6	1	-17
GC-A act	-1	0	-2	-1	0	3	3	-3	-3
DDE Tn6 FP inh	7	1	1	-3	-3	-4	-5	3	1
GC-B act	1	2	4	3	4	-1	4	-1	-24
